# TRHR enhancer – allosterically enhances the human TRH receptor; 360,000 tested, 0.66% active; TRHR cells, fluo-8 calcium fluorescence, EC20 TRH enhancement; AID 493056; P34981; enhancement, % at 2 µM; in the data active = enhancement above about 30%; note: 0% is about no effect
# Target sequence (P34981 whole entry, looked up): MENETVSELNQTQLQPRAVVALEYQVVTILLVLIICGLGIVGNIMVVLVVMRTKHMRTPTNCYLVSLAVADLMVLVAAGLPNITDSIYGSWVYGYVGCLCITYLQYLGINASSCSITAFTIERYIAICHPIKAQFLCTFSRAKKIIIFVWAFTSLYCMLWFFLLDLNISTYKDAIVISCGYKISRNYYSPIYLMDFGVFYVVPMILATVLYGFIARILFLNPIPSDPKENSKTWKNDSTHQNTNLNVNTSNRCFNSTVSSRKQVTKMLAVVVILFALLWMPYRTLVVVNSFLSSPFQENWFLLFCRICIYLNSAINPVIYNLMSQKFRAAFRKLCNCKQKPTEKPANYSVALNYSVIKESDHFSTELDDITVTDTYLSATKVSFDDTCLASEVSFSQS
#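 TRHR-expressing cells loaded with fluo-8 calcium dye were read kinetically (ex 480/em 530) during compound addition, then stimulated with an EC20 of TRH (10 nM final). Enhancement of the Gq-mediated intracellular calcium response was scored.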
# D2 ag – activates the human D2 dopamine receptor | P14416 | HEK293 T-REx D2 cells, calcium flux agonist mode | activation, % at 2 µM | 340,000 tested, 0.53% active | AID 485358;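 active = activation over 3 SD above normal in the single-dose calcium agonist read, cut at about 30% in these data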; note: 0% is about no effect
#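 HEK293 Trex D2 cells, tetracycline-induced, o/n 30 C 5% CO2; no-wash Ca dye, RT 30–90 min; 10-cycle baseline, 23 nl cpd added, kinetic Ca read 180 s; agonist hits = positive Ca response.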
# D2 potentiator – positive allosteric modulators of human D2 dopamine receptor | HEK293 T-REx D2, calcium flux, EC20 dopamine potentiation | potentiation, % at 10 µM | 340,000 tested, 0.34% active | AID 485347;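 active = potentiation over 3 SD above the plate norm, cut at about 30% in these data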; note: 0% is about no effect
#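 Potentiation of an EC20 dopamine calcium response is measured in a force-coupled, tetracycline-inducible Hek293 Trex D2 line. Compound-only kinetic reads over 180 s flag agonists before dopamine addition.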
# D1 antagonist – human D1 dopamine receptor antagonism | activity change, negative = inhibition, % at 10 µM | HEK293 TREx D1 cells, calcium flux, dopamine EC80; active compounds read low | P21728 | 360,000 tested, 3.2% active; in the data active = activity change below about -30%; note: % is set by controls: 0 for no effect and ±100 for the full control effect
# Target sequence (P21728 whole entry, looked up): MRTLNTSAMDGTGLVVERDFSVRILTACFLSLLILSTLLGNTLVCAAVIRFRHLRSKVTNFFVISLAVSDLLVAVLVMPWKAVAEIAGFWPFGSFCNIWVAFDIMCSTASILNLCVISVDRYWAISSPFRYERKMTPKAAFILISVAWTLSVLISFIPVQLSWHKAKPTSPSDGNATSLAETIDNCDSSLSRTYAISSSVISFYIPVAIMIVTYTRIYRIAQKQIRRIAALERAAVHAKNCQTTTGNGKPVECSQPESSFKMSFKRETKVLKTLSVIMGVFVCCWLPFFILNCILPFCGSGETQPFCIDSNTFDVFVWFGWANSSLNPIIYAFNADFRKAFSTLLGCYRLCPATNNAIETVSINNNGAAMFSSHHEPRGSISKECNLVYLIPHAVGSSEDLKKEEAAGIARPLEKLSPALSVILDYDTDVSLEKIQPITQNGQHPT
#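 Antagonism measured as reduced calcium response to an EC80 dopamine addition following 180 s compound pre-read; cells were inducible HEK293 Trex D1 plated overnight at 30 C, read kinetically at 1 cycle/sec.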
# RXFP1 agonist – RXFP1 (human) receptor agonism; Potency, µM (highest dose often 57.5 µM), without a hit: at the highest dose activation, hits mostly activators; Q9HBX9; HEK293T-RXFP1 cAMP TR-FRET, 30 min; response scale: percent of porcine relaxin response, buffer zero; 370,000 tested, 0.3% active; active = well fitted activation curve with a large enough effect; inconclusive = small, poorly fitted or top-dose-only effect; note: potency is the fitted concentration of half-maximal effect; % is set by controls: 0 for no effect and ±100 for the full control effect; nearly all actives have a fitted effect of over 60% in size; many of its hits are not listed in these tables
#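 HEK293 cells stably expressing RXFP1, treated 30 min at 37C with compounds plus PDE4 inhibitor Ro 20174; cAMP measured by HTRF TR-FRET. Normalized to buffer and 29 nM porcine relaxin; EC50 by Hill fit.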
# D1 potentiator – potentiators of human D1 dopamine receptor; P21728; HEK293 TREx D1 cells, calcium flux, dopamine EC20 potentiation; potentiation, % at 10 µM; 360,000 tested, 0.036% active; in the data active = potentiation above about 30%; note: 0% is about no effect
# RXFP1 antag – antagonists of human relaxin receptor RXFP1; Q9HBX9; HEK293-RXFP1, relaxin-stimulated cAMP HTRF, 30 min; active compounds read low; activity change, negative = inhibition, % at 57.5 µM; 350,000 tested, 0.59% active; AID 1259400;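 active = activity change of -60% or lower, but not beyond a set lower limit; inconclusive = change between -60% and -40%, or beyond the set limit; inactive = change above -40%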; note: % is set by controls: 0 for no effect and ±100 for the full control effect
# D2 antag – D2 dopamine receptor (human) antagonism; inhibition, % at 10 µM; 340,000 tested, 2% active; HEK293 TREx D2 cells, calcium flux, dopamine EC80; P14416; in the data active = inhibition above about 30%; note: 0% is about no effect
#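 Tetracycline-induced HEK293 T-REx cells expressing D2 force-coupled to calcium signalling were dye-loaded, exposed to compound for 180 s, then challenged with an EC80 of dopamine; calcium flux was followed kinetically for a further 180 s.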
# D1 agonist – agonists of human D1 dopamine receptor | P21728 | HEK293 T-REx D1 cells, calcium flux, agonist mode | 360,000 tested, 1% active | activation, % at 2 µM; in the data active = activation above about 30%; note: 0% is about no effect
#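 Tetracycline-induced HEK293 TREx D1 cells, force-coupled to calcium signalling, were dye-loaded with a no-wash calcium kit. Compound was pin-added after a 10 s baseline. Fluorescence was read kinetically at 1 cycle/s for 180 s, with calcium rises flagged as agonism.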
# * = called active by the depositor; ? = inconclusive; · = not tested or not shown; & = joins results of further samples.
SMILES,TRHR enhancer,D2 ag,D2 potentiator,D1 antagonist,RXFP1 agonist,D1 potentiator,RXFP1 antag,D2 antag,D1 agonist
Cc1cc(F)ccc1S(=O)(=O)N1CCCOC1CNC(=O)C(=O)NC1CC1 (stereo not given),5,-0.1,9,8,-1.5%,-3,1,-21,2
CS(=O)(=O)c1ccc(Cl)c(NC(=O)Cc2ccccc2F)c1,-2,-0.3,-13,0,12%,-2,-3,3,1
CCCC(=O)c1ccc(N2CCN(C(=O)c3cccs3)CC2)c(F)c1,7,-0.2,8,-12,-0.3%,-4,-10,7,3
COc1ccc2nc(-c3ccccc3)cc(C(=O)OCC(=O)NC3CC3)c2c1,3,-0.1,8,7,16%,-2,2,-14,6
COc1cccc(Oc2cn[nH]c2-c2ccc(OC)cc2O)c1,-4,-0.7,-5,-4,1.7%,-9,-3,18,3
CC(=O)c1cc2c(cc1N)OCO2,-1,1.2,10,-18,0.3%,4,-10,-21,2
CCC(Oc1ccc(F)cc1)C(=O)Nc1c(C(=O)c2ccc(C)cc2)oc2ccccc12 (stereo not given),-6,-0.3,2,-7,0.6%,-7,9,·,0
O=C(CSc1ccc(-c2ccccc2)nn1)NC1CCCC1,4,-0.5,5,10,-4.1%,0,2,-10,2
O=C(NCCCn1ccnc1)C(=O)NCC1OCCN1S(=O)(=O)c1ccc(Br)cc1 (stereo not given),7,0.8,-1,-5,0.2%,4,-10,1,2
CCOC(=O)c1ccc(NC(=O)CN2C(=O)C(C)(C)c3ccccc32)cc1,2,0.0,11,-9,-1.2%,-2,-8,·,7
CC(C)CNC(=O)CSc1nnc(-c2cccc(S(=O)(=O)N3CCCCC3)c2)o1,3,·,·,-5,1.2%,-4,-4,·,5
N#Cc1nc(COc2ccccc2F)oc1NCc1ccc(F)cc1,-8,-2.1,7,-25,0.5%,-6,·,-6,5
Cc1c(-c2nc(-c3cccnc3)no2)cccc1[N+](=O)[O-],0,0.9,17,-8,-3.1%,1,-3,0,4
Cc1cc(=O)n2ccsc2n1,-1,0.3,0,-22,0.3%,-5,-8,1,0
Cn1cc(C(=O)C(=O)N2CCCC2)c2ccccc21,-5,-0.1,-5,2,-1.6%,-3,9,-2,-1
CCOC(=O)C(Cc1ccc(O)cc1)NC(=O)CNC(=O)C(CC(C)C)NC(=O)OC(C)(C)C (stereo not given),-6,-1.5,7,16,0.9%,-10,-2,0,2
Cc1[nH]c(C)c(S(=O)(=O)NCCc2ccccc2)c1C(=O)N1CCCC1,0,1.1,-1,13,0.4%,-2,7,6,0
CCCC(=O)Nc1ccc(C(=O)Nc2ccc([N+](=O)[O-])cc2OC)cc1,-2,-0.7,-8,-27,?,-4,1,16,3
CCOC(=O)COc1ccccc1/C=C1\NC(=O)NC1=O,-2,1.1,·,-10,0.4%,0,-4,9,0
COCc1[nH]nc2c1C(c1sccc1C)C(C#N)=C(N)O2 (stereo not given),-6,-0.1,-3,-17,0.5%,-8,7,-4,2

# Part of the list above in order of SMILES length, low to high:
SMILES,TRHR enhancer,D2 ag,D2 potentiator,D1 antagonist,RXFP1 agonist,D1 potentiator,RXFP1 antag,D2 antag,D1 agonist
Cn1cc(C(=O)C(=O)N2CCCC2)c2ccccc21,-5,-0.1,-5,2,-1.6%,-3,9,-2,-1
N#Cc1nc(COc2ccccc2F)oc1NCc1ccc(F)cc1,-8,-2.1,7,-25,0.5%,-6,·,-6,5
CS(=O)(=O)c1ccc(Cl)c(NC(=O)Cc2ccccc2F)c1,-2,-0.3,-13,0,12%,-2,-3,3,1
CCOC(=O)c1ccc(NC(=O)CN2C(=O)C(C)(C)c3ccccc32)cc1,2,0.0,11,-9,-1.2%,-2,-8,·,7
CC(C)CNC(=O)CSc1nnc(-c2cccc(S(=O)(=O)N3CCCCC3)c2)o1,3,·,·,-5,1.2%,-4,-4,·,5

# Further structures follow:
SMILES,TRHR enhancer,D2 ag,D2 potentiator,D1 antagonist,RXFP1 agonist,D1 potentiator,RXFP1 antag,D2 antag,D1 agonist
Cc1ccc(Sc2cc(N3CCOCC3)nc(-c3ccccc3)n2)cc1,1,-0.3,-1,28,2.3%,13,·,-8,2
CCOC(=O)c1ccccc1NC1c2ccccc2C(=O)N1c1ccc(C)cn1 (stereo not given),2,-0.1,13,7,0.1%,2,-3,-6,1
COc1ccc(NC(=O)COc2nc3ccccc3nc2N2CCOCC2)c(OC)c1,-2,-0.2,-3,6,4.1%,-10,9,3,2
O=S(=O)(c1ccc(F)cc1)N1CCN=C1SCc1cccc(F)c1,-10,-1.2,9,-30,3.8%,-4,-4,1,11
Cc1csc(CNc2ncnc3ccc(-c4ccccc4Cl)cc23)c1,-10,·,·,2,1.6%,-9,·,·,6
O=C1CCCN1CCCNCC(O)c1ccccc1 (stereo not given),7,0.9,1,-9,0.9%,-5,-1,-12,4
CC(C)(C)c1ccc(COn2c(=O)c(-c3ccco3)[n+]([O-])c3ccccc32)cc1,-4,0.5,12,-2,-1.0%,0,-1,-3,1
COC(=O)COc1ccc(/C=N/NC(=O)CN(c2ccccc2OC)S(=O)(=O)c2ccccc2)cc1,-9,-1.3,1,4,-0.1%,-1,-7,-5,1
O=S(=O)(NC1CCN(Cc2ccccc2)CC1)c1cccc2cccnc12,2,0.5,-11,-8,-0.4%,-2,-4,0,2
NC(=O)c1ccc(-c2ncc(-c3ccccc3)o2)cc1,-5,-0.8,-13,-8,7.9%,0,11,26,2
Cc1ccccc1C(=O)NC1CCN(CC(=O)Nc2nccs2)CC1,-12,-0.8,13,-2,0.1%,-3,3,-1,4
COc1cc(NC(=O)CSc2nc3nc(C)c(Cc4ccccc4)c(C)n3n2)cc(OC)c1,-3,·,-3,2,4.2%,0,-11,·,1
Cc1ccc(NC(=O)CC2S/C(=N/N=C3\CCCc4ccccc43)NC2=O)cc1 (stereo not given),-4,1.1,1,-13,0.4%,-2,-23,-4,1
CC(OC(=O)CNC(=O)c1ccco1)C(=O)Nc1ccc(Cl)cn1 (stereo not given),-3,-0.5,-3,11,0.1%,-6,-13,-1,1
COc1ccc(C)cc1NC(=O)CCNS(=O)(=O)c1cccc2nonc12,-5&2,-0.6&0.1,-7&-3,0&-5,1.2%&-1.4%,-4&0,0&9,-12,0&-1
CCOC(=O)C1=C(N)OC(CCl)=C(C#N)C1c1ccsc1 (stereo not given),9,0.3,-2,2,-1.6%,3,-1,2,5
O=S(=O)(Nc1ccc(-c2ccc(N3CCCC3)nn2)cc1)c1ccc(Br)cc1,5,0.0,5,2,1.6%,-1,-22,·,4
COc1ccc(N(C(=O)/C=C/c2ccc(OC)c(OC)c2)C2=CC3CCC(C2)N3C)cc1 (stereo not given),20,·,-3,8,-2.0%,-2,-9,0,3
COc1ccc(NC(=O)c2cc3cc(C)ccc3n2C)c(OC)c1,-1,0.1,0,7,0.9%,9,-16,34*,5
CCCC1=[N+](CC)CCn2c(C)ccc21,-1,-0.6,-1,2,-0.4%,2,24,16,1
O=C(CSc1nnc(-c2ccncc2)n1Cc1ccco1)c1ccc(Cl)cc1,7,1.4,-4,-13,1.5%,-1,16,-8,14
O=C(CSc1nnnn1C1CCCC1)Nc1ccccc1N1CCOCC1,-2,-0.8,-2,-8,1.0%,-2,0,2,1
O=C(COc1ccc(Cl)cc1)NCCc1csc(-c2ccc(F)cc2)n1,-6,-0.5,8,-19,-4.4%,-3,-22,·,5
CC(C)(C)c1nnc2sc(SCCN3C(=O)c4ccccc4C3=O)nn2c1=O,-2,0.3,-9,1,0.1%,-9,-6,-13,-1
COc1ccc(OC)c(C2C(C(=O)c3ccc(C)o3)=C(O)C(=O)N2CCN2CCOCC2)c1 (stereo not given),-1,0.7,3,-5,17%,-3,-9,-5,0
CCc1ccc(N2C(=O)c3sc4nnc(C)c(=O)n4c3C2=O)cc1,-3,-0.9,-1,1,3.7%,-3,-7,6,0
CC(NC(=O)CN1C(=O)COc2ccc(Cl)cc21)c1ccccc1 (stereo not given),21,-0.8,3,-8,4.2%,-6,3,·,-1
CCOc1ccc(NC(=O)c2ccc(NS(=O)(=O)c3cccs3)cc2)cc1,0,-0.3,-6,-4,0.6%,-8,-3,-10,3
O=c1[nH]c(NCc2ccccc2)nc2c1CCC2,22,1.0,1,12,-0.7%,-1,1,-15,0
COc1ccccc1/C=N/NC(=O)c1nnn(-c2nonc2N)c1CSC1=NCCS1,0,27,-15,-2,1.9%,1,·,4,3
COc1ccc(OC)c(C(C(=O)NCc2ccco2)N(C(=O)Cn2nnc3ccccc32)C(C)C)c1 (stereo not given),-3,·,-6,27,5.2%,18,-6,·,2
COc1ccc(OC)c(CNC(=O)Cc2ccc(NC(=O)N3CCSc4ncccc43)cc2)c1,-2,-0.1,3,-17,-0.6%,-2,-15,·,0
Clc1ss/c(=N\c2ccccn2)c1Cl,-4,-0.4,2,-14,-0.4%,-1,4,1,4
CC(Oc1ccc(Cl)cc1)C(=O)Nc1ccc(S(=O)(=O)N2CCOCC2)cc1 (stereo not given),-1,6.2,-8,-17,-2.0%,0,8,-10,47*
Cn1nc(-c2ccc(OCC(=O)Nc3cccc(C(F)(F)F)c3)cc2)c2ccccc2c1=O,2,-0.1,5,10,23%,-5,·,·,8
Cc1ccc(Cn2nnc3c(=O)[nH]c(C4CCN(S(=O)(=O)c5ccccc5)CC4)nc32)cc1,2,-0.2,10,3,3.6%,-7,-16,-15,6
Cc1ccc(C)c(S(=O)(=O)Nc2ccc(O)c(Sc3ncn[nH]3)c2)c1,0,·,6,-15,0.0%,7,17,·,1
CSc1ccccc1NC(=O)CN(C)CC(=O)Nc1cc(C)ccc1C,5,-1.0,-7,-15,-1.1%,-2,-9,3,6
CCOC(=O)N1CCN(C(=O)c2ccccc2SCC(=O)NCC2CCCCC2)CC1,5,-0.6,7,3,-0.1%,-4,0,-12,1
CC(C)N(C(=O)COC(=O)c1cccc(S(=O)(=O)N2CC3(C)CC2CC(C)(C)C3)c1)C(C)C (stereo not given),13,-0.6,-19,0,0.5%,4,-7,-3,5
CCOc1c(Br)cc(/C=N\NC(=O)c2ccccc2)cc1OC,2,1.0,-5,-9,0.8%,0,-25,8,-1
COc1ccc(Cl)cc1NC(=O)CN1CCN(Cc2ccccc2)CC1,16,-0.3,-12,-12,0.1%,-14,?,-6,-1
CCCCCCn1c(=O)c(-c2nc3ccccc3c(=O)[nH]2)c(O)c2ccccc21,10,-2.0,6,5,0.0%,-1,·,-6,2

# Bioassay records (PubChem)

# These rows are one share of the data, so the mix of outcomes need not match the whole.
